Screens deposited in PubChem BioAssay by Broad Institute.
DENV2 CPE rescue: inhibitors of DENV2 cytopathic effect, primary screen, cell-based, plate reader, single concentration; DENV2-infected cells, cytopathic effect rescue; CPE inhibition, % at 9.99 µM; actives 1.7% (n = 350,000); in the data active = CPE inhibition above about 20%, passing the limit was not always enough; inconclusive = no clear call, values can overlap the other calls; tested in BHK-21 cells;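 note: 0% = median of neutral control wells and 100% = median of positive control wells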
F508del corr: F508del CFTR correction, initial screen, CFBE line, single point. CFBE cells, YFP halide quenching; stimulated with forskolin plus potentiator P3; % fluorescence drop versus neutral controls. activity (quench increase), % at 7.58 µM. actives 0.36% (n = 350,000). AID 720511, 2013;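 active = mean added fluorescence quench of at least 8% versus neutral control, with both replicates also reaching 8%; inconclusive = only one of the mean or replicate conditions met; inactive = mean below 8% and not both replicates reaching 8%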;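 note: cells transiently co-express mutant CFTR-F508del with the halide-sensitive YFP; corrector assay measuring rescue of mutant channel to the surface after 24 h compound exposure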
FN deposition inh: inhibitors of fibronectin matrix deposition, primary screen, AH1F cells, Alexa488-fibronectin fluorescence, plate reader; AH1F fibroblasts, overnight; inhibition, % at 12.6 µM; actives 0.086% (n = 350,000);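 active = mean inhibition across replicates of 30% or more, regardless of how many single replicates reach that level; inconclusive = mean under 30% yet at least half of replicates reach 30%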;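 note: positive control wells lacked labelled fibronectin entirely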
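Assay system: AH1F fibroblasts assembling fluorescent fibronectin matrix; Amount: 10000 AH1F cells per well; Buffer or medium: DMEM, 2% serum; Probe or stimulus: Alexa488-fibronectin, 24 nM final in well; Doses: single compound dose, delivered by pin transfer; Incubation: 1 h adhesion, overnight exposure; Measured by: fluorescence 485/525 nm; Read-out: fibronectin deposition inhibition.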
miR-122 sensor: miR-122 Renilla sensor signal increase in Huh7, primary screen, miR-122 inhibitor project, cell-based, single point, plate reader; activation (reporter increase), % at 12.5 µM; actives 0.3% (n = 340,000); Huh7 miR-122 Renilla luciferase sensor, 48 h; neutral wells = 0, positive control = 100;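 active = mean replicate activation score at least 90 and every replicate individually at or above 90; inconclusive = only one of the two criteria met; inactive = neither criterion met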;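 note: higher luciferase means less miR-122 activity so hits act as miR-122 inhibitors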
INS-1E GSIS act: GLuc luminescence reporter in INS-1E cells, primary screen for activators of glucose-dependent secretion of insulin; actives 0.61% (n = 370,000); AID 743287, 2014; activation, % at 16.6 µM; INS-1E GLuc reporter insulin secretion, 2-3 h;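 active = lowest replicate activation of at least 40%, so every replicate reaches that level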;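 note: 0% = median of neutral control wells and 100% = median of IBMX positive control wells; some compounds called inactive have numbers as strong as hits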
PAX8 reporter: inhibitors of PAX8-driven TPO luciferase reporter, primary screen, RMG-I cells, single concentration. SteadyGlo, 24 h. inhibition, % at 12.6 µM. actives 1.2% (n = 360,000). AID 652154, 2013;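 active = mean replicate inhibition at least 60% with every replicate also reaching 60%; inconclusive = only one of the two criteria is met; inactive = mean below 60% and not all replicates reaching 60%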;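 note: luciferase light reporting Pax8 driven TPO promoter activity; plate controls were median of neutral control wells for no effect and mitoxantrone controls for full effect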
EWS-Fli block: EWS/Fli-driven NR0B1 reporter inhibitors, primary screen, A673 cells, NR0B1 luciferase, luminescence, MLPCN library; inhibition, % at 12.6 µM; actives 0.67% (n = 350,000); viability-normalised;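 active = mean inhibition of at least 50% after viability correction, with every replicate also passing that limit; inconclusive = mean reaches 50% but only one of two replicates passes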;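 note: firefly luciferase signal divided by Alamar Blue viability fluorescence both relative to DMSO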
Numbers without * were called inactive; ? = inconclusive; . = no result given; & = joins results of further samples; [ ] = remark or other dose.

A first look, 2 compounds:
SMILES	DENV2 CPE rescue	F508del corr	FN deposition inh	miR-122 sensor	INS-1E GSIS act	PAX8 reporter	EWS-Fli block
COC(=O)c1ccc(NC(=S)N2CCCC2)cc1	1	-3.2	6	.	9	1	2
CCN(c1ccccc1)S(=O)(=O)c1cccc(C(=O)NCC(c2cccs2)N(C)C)c1 (stereo not drawn)	.	-0.6	0	.	-19	16	-8

Main list, repeating the preview:
SMILES	DENV2 CPE rescue	F508del corr	FN deposition inh	miR-122 sensor	INS-1E GSIS act	PAX8 reporter	EWS-Fli block
COC(=O)c1ccc(NC(=S)N2CCCC2)cc1	1	-3.2	6	.	9	1	2
CCN(c1ccccc1)S(=O)(=O)c1cccc(C(=O)NCC(c2cccs2)N(C)C)c1 (stereo not drawn)	.	-0.6	0	.	-19	16	-8
C[C@@H]1CN([C@H](C)CO)C(=O)CCCn2cc(nn2)CO[C@H]1CN(C)S(=O)(=O)c1cn(C)cn1	?	0.7&-1.4	-14&-2	-2[16.7 µM]	8&4	-6&-4	-4&5
COc1ccc(OC)c(NC(=O)COC(=O)Cc2ccsc2)c1	-5	0.7	0	-10	21	.	-1
CCn1c(SCC(=O)Nc2cc(C)on2)nnc1-c1ccccc1	.	.	6	-5	.	13	.
O=C(Nc1ccc(CN2CCOCC2)cc1)c1cc2ccccn2n1	0	-1.4	1	-8	10	9	56*
COc1ccc(C(CNC(=O)CNC(=O)c2cccc(C)c2)N2CCOCC2)cc1 (stereo not drawn)	0	1.3	1	-10	5	3	-4
COc1ccc(S(=O)(=O)N(C)C[C@@H]2Oc3ccc(NC(=O)Nc4c(C)noc4C)cc3C(=O)N([C@@H](C)CO)C[C@H]2C)cc1	?	2.4	.	-2[16.7 µM]	1	.	0
COc1ccc(CC(=O)NN2C(=O)c3ccccc3C2=O)cc1	.	.	-3	-6	3	-17	.
Cc1ccnc(NC(=O)c2ccc(COc3ccc(Cl)cc3)o2)c1	.	.	-1	0	.	-31	.
COc1cc(C(=O)NNC(=O)CSc2nnc3ccccn23)cc(OC)c1OC	-6	1.0	-2	-2	-2	-14	-1
O=C(C1CC1)N1C[C@@H]2[C@H](c3ccccc31)[C@@H](CO)N2C(=O)c1cccc(F)c1	?	-1.7	.	-17[16.7 µM]	6	-1	-1
COc1ccc2c3c([nH]c2c1)[C@@H](CO)N(Cc1ccccc1F)CC31CN(C(=O)C2CCC2)C1	-6	1.7	.	.	-3	27	26
CC1CCc2c(sc(NC(=O)CSc3nnc(-c4ccccc4)o3)c2C#N)C1 (stereo not drawn)	.	.	-6	0	-44	-65	.
Cc1cc(N=O)c(C)cc1O	-5	-5.4	.	-4	-2	.	2
CC(Sc1nnc(CC(C)c2ccccc2)n1N)C(N)=O (stereo not drawn)	1	2.3	1	-9	-7	-68	8
Brc1ccc2nc(N3CCCC3)sc2c1	2	-3.5	.	-3	6	-184	-58
COc1ccc(Nc2nc(-c3cccs3)nc3ccccc23)cc1	8	.	7	3	11	-5	-12
COc1ccc(CN2C(=O)CN(S(C)(=O)=O)CC2(C)C(=O)Nc2c(C)cccc2C)cc1OC (stereo not drawn)	-12	-3.2	-8	.	9	-10	2
CC1CCN(S(=O)(=O)c2cn(C)c(=O)n(C)c2=O)CC1	?	1.1	0	-7	6	-4	6
CO[C@H]1CN(C)C(=O)c2ccc(NS(=O)(=O)CC(F)(F)F)cc2OC[C@H](C)N(C(=O)c2ccc3c(c2)OCO3)C[C@H]1C	-13	1.5	-9	.	-2	1	-3
CCCOc1ccc(-c2c(C(=O)N/N=C/c3ccncc3)nnn2-c2nonc2N)cc1	-3	1.8	-10	.	1	-3	3
COC(=O)c1ccc(C(NC(=O)OCc2ccccc2)/C(F)=C/[C@@H](C)C(=O)O)cc1 (stereo partly drawn)	?	0.3	0	.	6	-6	-8
C/C=C/c1ccc([C@H]2[C@@H](CNC(=O)c3ccncc3)N(C(C)=O)[C@H]2CO)cc1	?	3.1	2	-29[16.7 µM]	6	0	-7
Cc1cc(=O)c(C(=O)O)c(C)n1-c1ccccc1	11	0.5	-1	7	14	-14	-6
COC(=O)C1=C(N)Oc2c(oc(CO)cc2=O)C1c1ccccc1F (stereo not drawn)	.	.	2	4	9	.	.
COc1ccccc1CNC(=O)C[C@H]1C=C[C@@H](NC(=O)CN(C)C)[C@H](CO)O1	0	2.2	.	.	-4	.	.
O=C(Nc1ccccc1)N1N=C(c2ccc(F)cc2)CC1c1ccc(F)cc1 (stereo not drawn)	8	-1.6	2	.	-1	82*	-11
Clc1ncnc2c1oc1ccccc12	.	.	2	6	.	-15	.
CCC(Oc1ccc(F)cc1)C(=O)N1CCCCCCC1 (stereo not drawn)	3	-0.7	-4	-1	3	17	7

Record cards (already shown). Order of values: DENV2 CPE rescue, F508del corr, FN deposition inh, miR-122 sensor, INS-1E GSIS act, PAX8 reporter, EWS-Fli block
`CC(Sc1nnc(CC(C)c2ccccc2)n1N)C(N)=O` (stereo not drawn) is entered as 1, 2.3, 1, -9, -7, -68, 8
`C/C=C/c1ccc([C@H]2[C@@H](CNC(=O)c3ccncc3)N(C(C)=O)[C@H]2CO)cc1` is entered as ?, 3.1, 2, -29[16.7 µM], 6, 0, -7
`COc1ccccc1CNC(=O)C[C@H]1C=C[C@@H](NC(=O)CN(C)C)[C@H](CO)O1` is entered as 0, 2.2, ., ., -4, ., .
`CCC(Oc1ccc(F)cc1)C(=O)N1CCCCCCC1` (stereo not drawn) is entered as 3, -0.7, -4, -1, 3, 17, 7
`C[C@@H]1CN([C@H](C)CO)C(=O)CCCn2cc(nn2)CO[C@H]1CN(C)S(=O)(=O)c1cn(C)cn1` is entered as ?, 0.7&-1.4, -14&-2, -2[16.7 µM], 8&4, -6&-4, -4&5

Pulled by structure from above:
SMILES	DENV2 CPE rescue	F508del corr	FN deposition inh	miR-122 sensor	INS-1E GSIS act	PAX8 reporter	EWS-Fli block
CC(Sc1nnc(CC(C)c2ccccc2)n1N)C(N)=O (stereo not drawn)	1	2.3	1	-9	-7	-68	8
COc1ccc(CN2C(=O)CN(S(C)(=O)=O)CC2(C)C(=O)Nc2c(C)cccc2C)cc1OC (stereo not drawn)	-12	-3.2	-8	.	9	-10	2
Cc1cc(=O)c(C(=O)O)c(C)n1-c1ccccc1	11	0.5	-1	7	14	-14	-6
COC(=O)c1ccc(C(NC(=O)OCc2ccccc2)/C(F)=C/[C@@H](C)C(=O)O)cc1 (stereo partly drawn)	?	0.3	0	.	6	-6	-8
CCC(Oc1ccc(F)cc1)C(=O)N1CCCCCCC1 (stereo not drawn)	3	-0.7	-4	-1	3	17	7
COc1ccccc1CNC(=O)C[C@H]1C=C[C@@H](NC(=O)CN(C)C)[C@H](CO)O1	0	2.2	.	.	-4	.	.
O=C(Nc1ccccc1)N1N=C(c2ccc(F)cc2)CC1c1ccc(F)cc1 (stereo not drawn)	8	-1.6	2	.	-1	82*	-11

Carrying on.
SMILES	DENV2 CPE rescue	F508del corr	FN deposition inh	miR-122 sensor	INS-1E GSIS act	PAX8 reporter	EWS-Fli block
COc1cccc(CNS(=O)(=O)c2ccc3c(c2)CCN3C(=O)C2CC2)c1	-5	-0.3	19	.	7	18	4
C[C@H](CO)N1C[C@H](C)[C@@H](CN(C)S(C)(=O)=O)Oc2ccc(N(C)C)cc2CC1=O	-6	-0.8	-30	15[16.7 µM]	0	-15	1
O=S(=O)(Cc1ccccc1)NCC[C@H]1CC[C@H](NS(=O)(=O)c2ccc(F)cc2)[C@H](CO)O1	1	-1.3	-2	.	1	.	.
CC(C)[C@H](NC(=O)c1ccccc1F)C(=O)NNC(=O)c1cccs1	7	1.5	4	.	-3	12	-5
CC(C)CC#Cc1cnc2c(c1)C(=O)N([C@@H](C)CO)C[C@H](C)[C@@H](CN(C)S(C)(=O)=O)O2	0	-2.0	0	7[16.7 µM]	-11	.	-8
CCCOc1ccc(N2C(=O)CC(SCC(N)C(=O)OCC)C2=O)cc1 (stereo not drawn)	2	-1.1	5	2	2	-13	0
C[C@@H]1CN([C@H](C)CO)S(=O)(=O)c2ccc(C#CCN(C)C)cc2O[C@@H]1CN(C)S(=O)(=O)c1cccc(F)c1	.	-1.5	6	35[16.7 µM]	-8	3	27
CO[C@H](CN(C)Cc1cc(F)ccc1F)[C@H](C)CN([C@@H](C)CO)S(=O)(=O)c1ccc(F)cc1	1	-2.3	-5	.	-14	-4	4
C=CCN1C(=O)/C(=C\C=C2\N(C)c3ccccc3C2(C)C)SC1=S	-6	5.3	8	.	-7	17	-34
Cc1cc(Br)ccc1OCCCCN1CCC(C)CC1	4	.	-2	.	2	41	5
CCCCn1c(CNC(C)=O)nc2ccccc21	8	6.5	3	.	10	-15	-2
O=C(NCCN1CCOCC1)c1ccccc1Cl	-2	0.5	1	1	4	-11	4
COc1cccc(-c2cc(C(=O)Nc3c(C)nn(Cc4ccccc4)c3C)no2)c1	.	-0.5	.	-10	-38	.	4
C[C@H](CO)N1C[C@H](C)[C@@H](CN(C)S(=O)(=O)c2ccc(Cl)cc2)OCCCC[C@H](C)Oc2ccc(NC(=O)Nc3ccccc3)cc2C1=O	-3	-2.7	.	0[16.7 µM]	-3	-3	3
Cc1ccn2c(=O)c(NC(=O)c3ccc(Br)o3)c(C)nc2c1	-1	0.2	.	-1	7	4	-1
O=C1CCC(c2ccccc2)N1c1ccccc1 (stereo not drawn)	8	0.6	.	-3	.	-7	0
Cc1ccc(OCC(O)CN2CCN(Cc3ccc4c(c3)OCO4)CC2)cc1C (stereo not drawn)	7	.	-3	-13	-16	-5	-6
C[C@H](CO)N1C[C@H](C)[C@@H](CN(C)Cc2ccc3c(c2)OCO3)Oc2ccc(NC(=O)CCCCCC(=O)Nc3ccccc3N)cc2C1=O	28*	-4.6	.	.	12	-11	-7
COCc1ccc(C(=O)Nc2ccc(C(=O)O)cc2)o1	1	0.2	7	-2	-5	-49	-11
COc1cccc(OC)c1CN(C)C(=O)c1cnccc1C(F)(F)F	1	0.5	4	14	.	20	0
CC1(C)CC2C1CCC1(O)CC2(C)CCC1N(O)c1ccc(C(=O)NCCO)cn1 (stereo not drawn)	-12	-0.9	4	0	.	-4	4
O=S1(=O)CCO[C@H]2Cc3ccccc3[C@H]2N1Cc1cccc(Cl)c1	?	2.8	0	9	.	15	3
